CendR NRP1 mod: modulators of CendR peptide binding to NRP-1, primary screen, biochemical, fluorescence polarization, uHTS; FAM-RPARPAR peptide binding to NRP-1; actives 0.85% (n = 360,000); inhibition, % at 25 µM; Neuropilin-1 (Homo sapiens), O14786;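 active = inhibition or corrected inhibition above about 18%, plus a signal ratio from 0.5 to 1.5, limit read from the data, passing the limit was not always enough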; also: strong numbers were not always called active
MT1-MMP act inh: blockers of MT1-MMP proenzyme processing, primary screen, HT1080 RFP-PRO-GFP cells, GFP/RFP fluorescence; Matrix metalloproteinase-14 (Homo sapiens), P50281; actives 0.061% (n = 360,000); GFP/RFP ratio change, % at 20 µM; GFP/RFP ratio fluorescence, overnight; percent of plate control window, DMSO zero;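 active = GFP/RFP ratio change of at least 30% with cell ATP level not reduced by more than half and red fluorescence within 50% of control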; also: strong numbers were not always called active
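Assay system: HT1080 RFP-PRO-GFP cells. Benchmarks: DMSO vehicle wells and RFP-L50D-GFP reporter cell wells. Times: overnight cell settling, then overnight compound exposure, 37 °C, 5% CO2. Compound: 20 µM single dose, 1% DMSO. Read-out basis: GFP/RFP fluorescence ratio.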
LMPTP inh: LMPTP phosphatase inhibitors, primary screen, biochemical, fluorescence intensity, uHTS | inhibition, % at 20 µM | actives 0.22% (n = 360,000) | Low molecular weight phosphotyrosine protein phosphatase (Homo sapiens), P24666 | recombinant LMPTP-A, OMFP fluorogenic substrate;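 active = compounds that cut the enzyme signal by at least half of the control window in the single-dose screen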;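 also: plate controls were DMSO wells with enzyme plus substrate for no effect and substrate without enzyme for full effect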
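test system = LMPTP-A | amount = 0.625 nM LMPTP-A final | reagent = fluorogenic phosphatase substrate OMFP at 400 µM final | incubation = 50 min at room temperature | benchmarks = no-enzyme low control, uninhibited high control | medium = Bis-Tris pH 6.0, DTT, detergent | signal = fluorescence intensity of OMFP turnover product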
NadD inh: inhibitors of S. aureus NadD, primary screen, biochemical, colorimetric, uHTS. actives 0.78% (n = 360,000). AID 602399, 2012. purified NadD enzyme, colorimetric absorbance read-out. inhibition, % at 20 µM. Nicotinate-nucleotide adenylyltransferase NadD (Staphylococcus aureus N315); in the data active = inhibition above about 26%; also: some compounds past the cut are filed as inactive
Scp1 inh: Scp-1 phosphatase inhibitors, primary screen, biochemical, colorimetric, uHTS; Carboxy-terminal domain RNA polymerase II polypeptide A small phosphatase 1 (Homo …; Recombinant Scp1, phosphopeptide, malachite green phosphate absorbance; inhibition, % at 20 µM; actives 0.88% (n = 340,000);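 active = inhibition above about 50% at 20 µM, limit read from the data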;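 also: plate controls were DMSO wells with enzyme for no effect and wells lacking enzyme for full effect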
Target sequence (Q9GZU7 76-261 limits assumed): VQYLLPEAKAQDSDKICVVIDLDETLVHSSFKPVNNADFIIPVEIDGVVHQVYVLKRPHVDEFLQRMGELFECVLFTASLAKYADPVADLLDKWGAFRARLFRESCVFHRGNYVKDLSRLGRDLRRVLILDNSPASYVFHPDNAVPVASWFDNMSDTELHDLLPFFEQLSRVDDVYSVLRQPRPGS
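Material – SCP-1 phosphatase catalytic domain, residues 76-261 · Buffer or medium – Acidic Tris acetate buffer with magnesium and detergent · Also added – Phospho 17-mer peptide substrate · Compound – single 20 µM dose, 1% DMSO · Times – 45 min room-temperature reaction, 5 min colour, 30 min stabiliser · Technique – Phosphate-binding colour reagent, absorbance read at 630 nm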
Rpn11 inh: Rpn11 (PSMD14) deubiquitinase inhibitors, primary screen, biochemical, fluorescence polarization, uHTS | calls only at 20 µM | human 26S proteasome, Ub4-pepOG fluorescence polarization; 20S core pre-blocked with epoxomicin | actives 0.59% (n = 360,000) | 26S proteasome non-ATPase regulatory subunit 14 (Homo sapiens), O00487;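 active = inhibition at 20 µM, scaled to each plate's controls, above about 33%, limit read from the data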
Target sequence (O00487 whole entry, looked up): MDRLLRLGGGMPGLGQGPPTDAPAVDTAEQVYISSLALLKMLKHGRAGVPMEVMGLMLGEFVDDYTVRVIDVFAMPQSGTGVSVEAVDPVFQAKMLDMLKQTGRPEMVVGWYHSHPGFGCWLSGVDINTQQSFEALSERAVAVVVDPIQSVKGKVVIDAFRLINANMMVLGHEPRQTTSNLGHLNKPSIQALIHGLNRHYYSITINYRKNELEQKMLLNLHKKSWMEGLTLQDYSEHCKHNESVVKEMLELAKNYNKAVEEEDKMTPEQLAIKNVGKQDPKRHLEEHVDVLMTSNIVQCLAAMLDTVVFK
SKN-1 block: suppressors of acrylamide-induced Pgst-4::GFP reporter in worms, primary screen, SKN-1 inhibitor project, whole organism, uHTS, GFP/RFP fluorescence ratio, strain VP596; C. elegans VP596 Pgst-4::GFP/RFP ratio, 24 h; inhibition, % at 21.8 µM; actives 0.49% (n = 360,000);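 active = interference check ratio from 0.5 to 1.5 plus GFP to RFP signal ratio inhibition reaching or exceeding a fixed threshold, cut at about 30% in these data, passing the limit was not always enough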; also: some compounds called inactive have numbers as strong as hits
SUMO1-SIM PPI: modulators of SUMO1 protein-protein interactions, primary screen, biochemical, uHTS | Small ubiquitin-related modifier 1 (Homo sapiens), P63165 | SUMO1 binding to a labelled peptide, TR-FRET, 1 h | inhibition, % at 20 µM | actives 0.33% (n = 360,000) | AID 602429, 2012; in the data active = inhibition above about 37%
STEP block: STEP phosphatase inhibitors, primary screen, biochemical, fluorescence intensity, uHTS. inhibition, % at 20 µM. recombinant STEP, OMFP fluorogenic substrate. actives 0.25% (n = 360,000). AID 588621, 2011;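 active = inhibition at 20 µM, scaled per plate between control wells, above about 37%, limit read from the data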;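 also: 0% = DMSO with enzyme and substrate and 100% = substrate only without enzyme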
Target sequence (P54829 whole entry, looked up): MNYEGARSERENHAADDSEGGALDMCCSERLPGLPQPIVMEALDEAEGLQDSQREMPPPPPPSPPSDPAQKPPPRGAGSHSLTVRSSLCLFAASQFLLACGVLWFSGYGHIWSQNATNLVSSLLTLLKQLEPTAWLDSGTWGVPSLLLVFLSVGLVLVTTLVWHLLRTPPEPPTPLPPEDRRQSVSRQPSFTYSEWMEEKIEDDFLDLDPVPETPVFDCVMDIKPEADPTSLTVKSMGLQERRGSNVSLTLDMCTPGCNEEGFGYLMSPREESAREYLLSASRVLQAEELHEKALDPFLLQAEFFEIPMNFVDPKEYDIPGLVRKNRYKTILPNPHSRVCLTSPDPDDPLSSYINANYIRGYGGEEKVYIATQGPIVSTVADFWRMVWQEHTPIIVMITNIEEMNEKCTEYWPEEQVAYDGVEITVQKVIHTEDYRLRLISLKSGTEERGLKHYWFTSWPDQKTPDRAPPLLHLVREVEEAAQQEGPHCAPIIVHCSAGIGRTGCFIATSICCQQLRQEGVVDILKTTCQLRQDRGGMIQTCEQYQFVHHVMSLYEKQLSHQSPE
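material = STEP tyrosine phosphatase | reagent = fluorogenic phosphatase substrate OMFP at 25 µM final | doses = single compound dose of 20 µM, 1% DMSO final | schedule = 20 min reaction, room temperature, in the dark | measured by = fluorescence, 480/540 nm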
DNMT1 inh: human DNMT1 methyltransferase inhibitors, primary screen, biochemical, molecular beacon, fluorescence, HinP1I cleavage, uHTS; inhibition (reported as % activation of signal), % at 10 µM; actives 0.83% (n = 360,000); DNA (cytosine-5)-methyltransferase 1 (Homo sapiens), P26358; in the data active = inhibition above about 50%
Active calls of the source: *; i = inactive; / = not tested or not shown; + = active, no number.

Every second line gives: CendR NRP1 mod, MT1-MMP act inh, LMPTP inh, NadD inh, Scp1 inh, Rpn11 inh, SKN-1 block, SUMO1-SIM PPI, STEP block, DNMT1 inh
C/C(=N/NC(=O)C1CC1(c1ccccc1)c1ccccc1)c1ccco1 (stereo not drawn)
    -5, -5, 1.8, -2, -5, i, 11, 2, 0, 2
CCCOP(=O)(c1ccccc1)c1ccccc1
    0, -1, -1.1, -5, -2, i, 1, -2, -3, 4
COc1ccc(OC)c(NC(=O)c2nc(S(=O)(=O)Cc3ccccc3)ncc2Cl)c1
    11, -1, 2.4, -9, 3, i, 13, -10, 1, -1
COc1ccc(C(=O)NC(=S)NNC(=O)c2ccc(NC(=O)C(C)C)cc2)cc1
    2, 6, 0.9, 9, 3, i, -17, 10, 2, -7
CC(C)(C)c1ccc(S(=O)(=O)N2CCSC2)cc1
    7, -1, -0.6, 0, -9, i, 13, 4, 2, -1
CCN(CC)S(=O)(=O)c1cc(C(=O)N=c2sccn2C)ccc1OC
    4, -3, -0.5, -4, -13, i, 10, 11, 0, 3
CCCn1nnc(NC(=O)c2ccco2)n1
    3, -1, -0.6, -1, -4, i, -13, -3, -2, 3
Nc1c(C(=O)Nc2ccccc2)c2nc3ccccc3nc2n1-c1ccc(O)cc1
    2, -3, 7.7, 17, -11, i, 3, 6, -5, -14
Cc1cc(C)n(CCSCC(=O)O)n1
    -1, 0, -0.9, -3, -5, i, -2, -1, -3, 1
COc1ccc(-c2[nH]ncc2CNCC(C)(C)N2CCOCC2)cc1F
    -2, 8, -1.4, -1, -4, i, 2, -2, 2, 0
O=C(Nc1ccccc1Br)C1CCN(S(=O)(=O)c2cccs2)CC1
    7, 3, 1.3, -2, -8, i, 0, 8, 3, 1
C=C(C(=O)O)C(CCCCCC)C(=O)O (stereo not drawn)
    -10, 2, -2.2, 1, 15, i, 8, -3, -1, 3
COc1ccccc1C(=O)Nc1nnc(SCC(=O)Nc2ccc3c(c2)oc2ccccc23)s1
    -10, 2, 0.2, 13, 0, +, 13, -2, 1, -12
CCC(NC(=O)Nc1ccc(O)cc1)(C(F)(F)F)C(F)(F)F
    -12, 5, 4.8, 2, -16, i, -2, 7, 0, -3
Cc1cc(=O)oc2cc(OCC(=O)N3CCc4ccccc4C3)ccc12
    4, -1, -1.9, 2, -7, i, 4, 2, 6, -1

Structures listed so far that have two or more sulfur atoms, in the order listed:
Every second line gives: CendR NRP1 mod, MT1-MMP act inh, LMPTP inh, NadD inh, Scp1 inh, Rpn11 inh, SKN-1 block, SUMO1-SIM PPI, STEP block, DNMT1 inh
CC(C)(C)c1ccc(S(=O)(=O)N2CCSC2)cc1
    7, -1, -0.6, 0, -9, i, 13, 4, 2, -1
CCN(CC)S(=O)(=O)c1cc(C(=O)N=c2sccn2C)ccc1OC
    4, -3, -0.5, -4, -13, i, 10, 11, 0, 3
O=C(Nc1ccccc1Br)C1CCN(S(=O)(=O)c2cccs2)CC1
    7, 3, 1.3, -2, -8, i, 0, 8, 3, 1
COc1ccccc1C(=O)Nc1nnc(SCC(=O)Nc2ccc3c(c2)oc2ccccc23)s1
    -10, 2, 0.2, 13, 0, +, 13, -2, 1, -12

(continued)
Every second line gives: CendR NRP1 mod, MT1-MMP act inh, LMPTP inh, NadD inh, Scp1 inh, Rpn11 inh, SKN-1 block, SUMO1-SIM PPI, STEP block, DNMT1 inh
COc1ccc(C(C)=O)cc1CSc1nc2cc(C(=O)O)ccc2c(=O)n1Cc1ccccc1
    -4, 9, 1.2, 14, 51*, i, -1, 13, 13, -3
CC(=O)c1ccc(OCC(=O)NC(=O)NC2CCCCC2)cc1
    13, 3, 1.5, -7, -7, i, -8, -1, -1, 6
O=C(NCc1nnc(SCc2ccccc2)n1-c1ccc(F)cc1)C12CC3CC(CC(C3)C1)C2
    11, -3, 0.2, 0, 0, i, 4, -3, -1, -4
Cc1ccccc1-n1ncc2c1CC(C)(C)CC2NC(=O)CN1CCCC1=O (stereo not drawn)
    13, 2, -1.5, -2, 1, i, 1, 2, -3, 0
CC(C)NC(=O)C1CCN(c2ccc(S(=O)(=O)N3CCOCC3)cc2Cl)CC1
    -9, 2, -0.7, -2, 8, i, -6, 0, -2, 1
CCC(C)[C@H](NC(=O)CCn1nnc2ccccc2c1=O)C(=O)O (stereo partly drawn)
    -12, -5, -3.1, 1, -14, i, 3, -1, -2, 3
Cc1nc(C(F)(F)F)ccc1C(=O)N1CCC1(C)C(=O)NS(=O)(=O)c1ccccc1Cl (stereo not drawn)
    14, 10, 3.8, 2, /, i, -7, 3, -2, -3
COc1ccc(-n2c(C)c(C)c3c(NCCCN(C)C)ncnc32)cc1
    11, 1, -0.2, -6, -2, i, 12, 2, -1, 1
COc1cccc(NC(=O)CN2C(=O)NC3(CCCc4ccccc43)C2=O)c1 (stereo not drawn)
    1, 8, 0.2, 5, -9, i, 8, 2, 2, -6
CCN(CC)N=Nc1ccc(S(N)(=O)=O)cc1
    -4, 4, -0.2, -3, -2, i, 1, -5, 2, -1
CN(C)c1ccc(CNC(=O)CC[C@H]2O[C@@H](n3cnc4c(NC(=O)c5ccccc5)ncnc43)[C@H](O)[C@@H]2O)cc1
    7, 3, -0.9, -4, /, i, -5, 1, -1, -8
COc1ccc(OC)c2sc(NC(=O)CCSc3ccccc3)nc12
    -4, 11, 1.3, -2, -16, i, -14, 3, 4, -6
COc1ccc(-n2c(NN)nc3sc4c(c3c2=O)CCCC4)cc1
    11, 1, 0.2, 3, -7, i, -8, 6, 2, -3
Cc1ccc2cc(C=O)c(N3CCOCC3)nc2c1C
    -3, -2, -0.4, 2, -6, i, -13, -13, -4, -7
CCOC(=O)C(NC(=O)c1ccc(OC)cc1)(N1CCOCC1)C(F)(F)F (stereo not drawn)
    -2, 1, -2.1, -3, -3, i, 3, 1, -10, 2
CCc1nc(Nc2ccccc2O)c2oc3ccccc3c2n1
    15, -1, 2.2, 1, 0, i, 6, 3, 0, 13
O=c1/c(=C/c2ccco2)sc2n1CN(c1cccc(Br)c1)CN=2
    -12, -3, 0.1, 3, -2, i, 27, -3, -2, 1
O=C(Nc1nnc(C(F)(F)F)s1)c1c(F)cccc1F
    6, -2, 0.7, 0, -10, i, 8, 2, 2, 1
CS(=O)(=O)N(CC(=O)N1CCCC1)c1ccc(Cl)cc1
    -1, -2, -2.6, -3, 3, i, 0, 1, 0, 0
NC(=S)N/N=C/c1ccccc1[N+](=O)[O-]
    9, 2, 0.7, -1, -1, i, 4, -22, 0, 0
CCCN1CCC(=NNc2ccc(S(N)(=O)=O)cc2[N+](=O)[O-])CC1
    4, 7, 1.3, -4, -7, i, -8, -24, -3, -1
CN(C)/C=N/c1ncc(C(=O)c2ccc3ccccc3c2)s1
    2, 2, 1.5, 13, 2, i, -11, -13, -17, 2
N#CCCN1CCN(S(=O)(=O)c2ccc(S(=O)(=O)N3CCCC3)cc2)CC1
    -16, -3, -0.3, 4, -8, i, -4, 4, -2, -1
CC1(C(=O)O)CCC(C(=O)NNC(=O)c2ccccc2Cl)C1(C)C (stereo not drawn)
    2, 1, -1.9, -4, -4, i, 1, 2, 0, -1
CCC(=O)Nc1ccc(NC(=O)CSc2nnnn2-c2ccc(OC)cc2)cc1
    2, -3, 0.3, -7, -8, i, -11, 8, 0, 1
CCOC(=O)CSc1nc2c(c(=O)[nH]c(=O)n2C)n1CCc1ccccc1
    -5, 2, 0.1, -2, -2, i, 2, -1, 1, 1
CC(=C\C(=O)O)/C(=C/c1ccc(C)o1)C(=O)O
    -27, 1, -2.4, 1, 56*, i, 23, -1, -1, 78*
COCCn1cnc2c1c(=O)n(CC(=O)Nc1cc(C)on1)c(=O)n2Cc1ccccc1
    9, 14, -0.6, 7, -4, i, 30, 0, 0, 1
N#Cc1ccc(C23CC4(C2)[C@H](CN(CC2CCCCC2)[C@@H]4c2ccccc2)C3c2ccc(Cl)nc2)cc1 (stereo partly drawn)
    14, -29, 3.6, 20, 4, i, 2, 7, 8, -3
C=CCn1c(SC2CCOC2=O)nc2sc(CC)cc2c1=O (stereo not drawn)
    -4, -2, -0.9, -6, -12, i, -7, 0, 2, -1
O=C(NNC(=O)C1CCN(S(=O)(=O)c2ccccc2C(F)(F)F)CC1)c1ccccc1O
    18, 3, -0.1, -1, -6, i, 2, 10, 1, -1
CCCSc1nc(SCC(=O)NCc2ccccc2)c2c3c(sc2n1)COC(C)(C)C3
    -5, -4, -1.0, -2, 8, i, -1, 6, 0, 14
COCC(=O)Nc1cc([N+](=O)[O-])ccc1OC
    -8, 2, -1.9, -4, 6, i, 6, -13, 4, 1

Of the compounds above, 5 have a CF3 group.
Every second line gives: CendR NRP1 mod, MT1-MMP act inh, LMPTP inh, NadD inh, Scp1 inh, Rpn11 inh, SKN-1 block, SUMO1-SIM PPI, STEP block, DNMT1 inh
CCC(NC(=O)Nc1ccc(O)cc1)(C(F)(F)F)C(F)(F)F
    -12, 5, 4.8, 2, -16, i, -2, 7, 0, -3
Cc1nc(C(F)(F)F)ccc1C(=O)N1CCC1(C)C(=O)NS(=O)(=O)c1ccccc1Cl (stereo not drawn)
    14, 10, 3.8, 2, /, i, -7, 3, -2, -3
CCOC(=O)C(NC(=O)c1ccc(OC)cc1)(N1CCOCC1)C(F)(F)F (stereo not drawn)
    -2, 1, -2.1, -3, -3, i, 3, 1, -10, 2
O=C(Nc1nnc(C(F)(F)F)s1)c1c(F)cccc1F
    6, -2, 0.7, 0, -10, i, 8, 2, 2, 1
O=C(NNC(=O)C1CCN(S(=O)(=O)c2ccccc2C(F)(F)F)CC1)c1ccccc1O
    18, 3, -0.1, -1, -6, i, 2, 10, 1, -1

From PubChem
